Compound activity deposited in PubChem BioAssay by National Center for Advancing Translational Sciences (NCATS).
POLB inh – blocks human DNA polymerase beta activity. P06746. Pol beta primer extension/strand displacement, fluorescence kinetic. Potency, µM (highest dose often 114 µM), inactives show top-dose activity change, negative = inhibition, actives largely listed as inhibitors. 1.3% of 340,000 active. AID 485314; also: % is scaled to controls: 0 for no effect and ±100 for the full control effect
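Enzyme-only controls used 10 nM Pol beta; buffer lacking enzyme served as negative control. Compound preincubated 15 min, then 50 nM substrate added; 0 and 10 min reads at room temperature.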
BAZ2B inh – inhibitors of human BAZ2B bromodomain | AlphaScreen BAZ2B-H3K14Ac peptide displacement | Potency, µM (highest dose often 114 µM), inactives show at the highest dose activity change, negative = inhibition, usual class: inhibitors | 4.4% of 360,000 active; also: % is scaled to controls: 0 for no effect and ±100 for the full control effect; nearly all actives have a fitted effect of over 60% in size
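Protein-peptide AlphaScreen: BAZ2B 50 nM, b-H3K14Ac 50 nM, 1x PBS pH 7.4 + 0.01% Tween-20. Preincubation 30 min RT; cpd 30 min RT (top 110 uM); beads 20 min RT, light-protected.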
BLM inh – Bloom syndrome helicase (human) inhibition; P54132; recombinant BLM DNA unwinding, fluorescence dequenching; Potency, µM (top dose mostly 56.1 µM), for inactives: top-dose activity change, negative = inhibition, most hits filed as inhibitors; 0.2% of 350,000 active;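 also: plate controls were vehicle for no effect and no enzyme for full effect; nearly all actives have a fitted effect of over 35% in size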
Pol iota inh – DNA polymerase iota (human) inhibition. Q9UNA4. Pol iota fluorescent replication assay, 10 min. Potency, µM (series often up to 115 µM), for the others: at the top dose activity, negative = inhibition, usual class: inhibitors. 1% of 390,000 active. AID 588590
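Pol iota at 10 nM preincubated 15 min with compounds at room temperature; reaction started with fluorescent substrate, 50 nM final. Fluorescence read kinetically at 0 and 10 min; buffer-only wells as negative control.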
Pol eta inh – DNA polymerase eta (human) inhibition. Q9Y253. recombinant Pol eta, fluorescent DNA replication assay. Potency, µM (doses to about 114 µM), for inactives: at the highest dose activity change, negative = inhibition, most hits filed as inhibitors. 1.2% of 390,000 active. AID 588591; also: % is scaled to controls: 0 for no effect and ±100 for the full control effect
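Fluorescent replication assay: 50 nM final substrate added after a 15 min room-temperature compound preincubation with 10 nM enzyme. Signal taken at 0 min and again at 10 min.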
G9a block – blocks human histone lysine methyltransferase G9a; Q96KQ7; G9a H3K9 monomethylation, AlphaScreen, 2 h; Potency, µM (titrated, usually from 102 µM), for the others: top-dose activity, negative = inhibition, most hits filed as inhibitors; 8.8% of 350,000 active; also: % is scaled to controls: 0 for no effect and ±100 for the full control effect; nearly all actives have a fitted effect of over 75% in size
Target sequence (Q96KQ7 913-1193 limits assumed): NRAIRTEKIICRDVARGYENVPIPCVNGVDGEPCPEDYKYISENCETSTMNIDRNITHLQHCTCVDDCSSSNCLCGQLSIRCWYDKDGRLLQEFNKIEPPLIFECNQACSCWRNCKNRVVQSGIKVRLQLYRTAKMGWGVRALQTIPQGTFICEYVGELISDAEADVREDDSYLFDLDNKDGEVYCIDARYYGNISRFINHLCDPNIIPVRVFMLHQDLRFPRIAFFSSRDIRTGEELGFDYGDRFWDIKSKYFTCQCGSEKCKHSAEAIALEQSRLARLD
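Enzyme 20 nM + cpd, 15 min RT; add b-H3K9 pep 500 nM / SAM 20 uM; 2 h RT; anti-H3K9me1 Ab 0.5 ug/mL + SA donor / anti-rabbit acceptor beads 20 ug/mL each, 10 min; AlphaScreen read.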
POLK inh – blocks human DNA polymerase kappa activity | Q9UBT6 | purified Pol kappa, fluorescent DNA synthesis assay, 10 min | Potency, µM (titrated, usually from 107 µM), without a hit: at the highest dose activity, negative = inhibition, most hits filed as inhibitors | 0.53% of 400,000 active | AID 588579; also: % is scaled to controls: 0 for no effect and ±100 for the full control effect
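Fluorescent qHTS in 1536-well format: enzyme (10 nM) and compound sat 15 min at room temperature before 50 nM substrate (final) was added. Signal taken at 0 and 10 min; no-enzyme buffer wells were negative controls.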
Anesthetic bind – candidate novel general anesthetic via apoferritin binding | 0.074% of 350,000 active | Potency, µM (series often up to 77.5 µM), without a hit: top-dose activity change, negative = displacement, usual class: inhibitors | P02791 | apoferritin/1-aminoanthracene competitive binding, fluorescence | AID 485281; also: % is scaled to controls: 0 for no effect and ±100 for the full control effect; nearly all actives have a fitted effect of over 20% in size
Target sequence (P02791 2-175 limits assumed): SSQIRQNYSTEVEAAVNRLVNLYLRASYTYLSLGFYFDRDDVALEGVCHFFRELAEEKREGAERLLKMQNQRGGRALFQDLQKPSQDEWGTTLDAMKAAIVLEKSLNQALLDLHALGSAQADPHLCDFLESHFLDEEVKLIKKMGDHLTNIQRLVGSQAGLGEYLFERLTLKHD
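Horse-spleen apoferritin (10 uM) in 50% saturated 1-aminoanthracene in PBS was incubated 10 min at room temperature with compound. Fluorescence (ex 380, em 535 nm) was normalized to free and bound 1-AMA, with concentration-response fitted by a four-parameter Hill equation.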
APEX1 inh – inhibitors of human APE1 endonuclease | recombinant APE1, TAMRA/BHQ-2 abasic DNA cleavage fluorescence | P27695 | Potency, µM (series often up to 65.8 µM), inactives show at the highest dose activity change, negative = inhibition, actives largely listed as inhibitors | AID 2517 | 0.35% of 350,000 active;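 also: plate controls were vehicle for no effect and reference inhibitor for full effect; nearly all actives have a fitted effect of over 55% in size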
Target sequence (P27695 whole entry, looked up): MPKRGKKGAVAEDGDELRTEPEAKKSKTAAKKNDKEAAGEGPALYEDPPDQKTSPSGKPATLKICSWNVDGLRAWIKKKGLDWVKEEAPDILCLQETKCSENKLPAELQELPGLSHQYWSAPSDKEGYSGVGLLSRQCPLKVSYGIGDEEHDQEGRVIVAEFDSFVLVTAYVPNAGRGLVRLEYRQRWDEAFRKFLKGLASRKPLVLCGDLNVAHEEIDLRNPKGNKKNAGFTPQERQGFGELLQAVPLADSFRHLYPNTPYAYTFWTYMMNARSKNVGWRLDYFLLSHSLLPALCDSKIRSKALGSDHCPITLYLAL
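APE1 at 0.75 nM preincubated 15 min at room temperature with compound. Reaction then started with 50 nM double-stranded THF-abasic substrate labelled with TAMRA/BHQ-2, and 525/598 nm fluorescence read kinetically. Activity taken as third-minus-first read difference, normalized to DMSO and NSC13755 controls.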
Active calls of the source: *; ? = inconclusive; . = not tested or not shown; [ ] = remark or other dose. Calls follow the shape of the dose curve; as a rule, active = well fitted curve in the direction sought with a large enough effect; inconclusive = small, poorly fitted or top-dose-only effect, or another doubt; inactive = no such curve, though single readings can be large; an effect the other way counts as inactive or inconclusive. Potency is read from the fitted curve at half-maximal effect. Only part of the results is shown; rates above refer to the full screens.

[1] O=C(CCS(=O)(=O)c1ccc(F)cc1)Nc1nc(-c2ccncc2)cs1
[2] CC(OC(=O)CCN1C(=O)C2CC=CCC2C1=O)C(=O)c1ccc(F)cc1 (centres undefined)
[3] CCOc1ccc(C(=O)NCCc2ccccc2)cc1
[4] CCOC(=O)c1[nH]c(C)c(C(=O)OCC(=O)N(C)C2CCS(=O)(=O)C2)c1C (centres undefined)
[5] CCOc1ccc(NC(=O)c2ccccc2CO)cc1
[6] C/C=C/C=C/C(=O)Nc1cccc(C2=NOC3(C2)C[C@H](C(N)=O)N(C(=O)CC(c2ccccc2)c2ccccc2)C3)c1 (some centres undefined)
[7] Cc1cc(/C=C(/C#N)C(=O)Nc2ccccc2)c(C)n1-c1cccnc1
[8] CCCCC12CN3CC(C)(CN(C1)C3c1ccc(OCc3ccccc3)cc1)C2=O (centres undefined)
[9] CCNc1nc(NCC)n2c(SCC(=O)Nc3ccc(OC)c(OC)c3)nnc2n1
[10] Cc1ncsc1CCOC(=O)c1ccc(Cl)cc1
assay / compound	1	2	3	4	5	6	7	8	9	10
POLB inh	27%	.	5%	5%	10%	17%	73%	37%	.	-19%
BAZ2B inh	-24%	-4%	-19%	3%	-4%	?	?	3%	-25%	0%
BLM inh	1%	.	-3%	2%	-5%	-15%	-3%	-4%	.	-6%
Pol iota inh	5%	5%	1%	148%[activator]	8%	.	2%	-2%	3%	25%
Pol eta inh	-14%	-7%	4%	9%	-11%	.	0%	-17%	?	-11%
G9a block	7.9µM*	26%[12.7 µM]	17%	13%	-6%	1%[12.7 µM]	14%	-4%[59 µM]	-2%	61%[activator]
POLK inh	-2%	-3%	-7%	-10%	-5%	.	4%	2%	-25%	3%
Anesthetic bind	?	.	-16%	2%	-12%	-19%	-6%	2%	.	?
APEX1 inh	50%[activator]	6%	-3%	-3%	5%	6%	?	.	?	6%

[11] COc1cccc(-c2nc(CS(=O)(=O)CC(=O)Nc3cc(C)ccc3C)c(C)o2)c1
[12] CC1=NC(=O)C(N=Nc2cccc(C(=O)O)c2)N1c1ccccc1 (centres undefined)
[13] O=C(/C=C/c1cccc(Cl)c1)Nn1c(-c2cccs2)nc2ccccc2c1=O
[14] COc1ccc(S(=O)(=O)N(C)C)cc1NC(=O)c1ccc(OCC(=O)N2CCOCC2)c(OC)c1
[15] Cc1ccccc1-n1c(=O)cc(NCC2CCCO2)[nH]c1=O (centres undefined)
[16] NC(=O)C1CCN(C(=O)COc2ccc(S(=O)(=O)NCc3ccccc3)cc2Cl)CC1
[17] Cc1c(OC(=O)CNC(=O)OC(C)(C)C)ccc2c3c(c(=O)oc12)CCC3
[18] CCOc1ccc(NC(=O)c2cc(S(=O)(=O)NC3CCCC3)ccc2F)cc1
[19] O=C(Nc1ccc(Cl)c(Cl)c1)Nn1cnnc1
[20] S=C(NCCCc1cnc[nH]1)NCCCN(Cc1ccc(Cl)c(Cl)c1)c1ccc(Br)cn1
assay / compound	11	12	13	14	15	16	17	18	19	20
POLB inh	21%	?	0%	.	28%	17%	2%	2%	?	.
BAZ2B inh	4%	50µM*	5%	10%	-3%	3%	-22%	-9%	12%	.
BLM inh	-3%	3%	-11%	.	6%	-2%	-7%	0%	-1%	-6%
Pol iota inh	-6%	-11%[58.9 µM]	41%[activator]	2%	21%	26%	?	23%	-3%	.
Pol eta inh	-13%	-14%	-13%	-17%	-3%	-18%	-11%	-10%	-13%	.
G9a block	?	?	16%[59 µM]	50µM*	-3%[59 µM]	0%[59 µM]	-5%[59 µM]	1%[59 µM]	.	25µM*
POLK inh	4%	-20%	-1%	2%	-17%	-12%	-6%	-10%[60.1 µM]	10%	?
Anesthetic bind	-9%	-14%	-7%	.	4%	-6%	-8%	-6%	-8%	-15%
APEX1 inh	-4%	-2%	5%	6%	-3%	4%	-2%	.	15%	-1%

Rewritten field by field: entries from further up
16. NC(=O)C1CCN(C(=O)COc2ccc(S(=O)(=O)NCc3ccccc3)cc2Cl)CC1
  POLB inh = 17%
  BAZ2B inh = 3%
  BLM inh = -2%
  Pol iota inh = 26%
  Pol eta inh = -18%
  G9a block = 0%[59 µM]
  POLK inh = -12%
  Anesthetic bind = -6%
  APEX1 inh = 4%

17. Cc1c(OC(=O)CNC(=O)OC(C)(C)C)ccc2c3c(c(=O)oc12)CCC3
  POLB inh = 2%
  BAZ2B inh = -22%
  BLM inh = -7%
  Pol iota inh = ?
  Pol eta inh = -11%
  G9a block = -5%[59 µM]
  POLK inh = -6%
  Anesthetic bind = -8%
  APEX1 inh = -2%

18. CCOc1ccc(NC(=O)c2cc(S(=O)(=O)NC3CCCC3)ccc2F)cc1
  POLB inh = 2%
  BAZ2B inh = -9%
  BLM inh = 0%
  Pol iota inh = 23%
  Pol eta inh = -10%
  G9a block = 1%[59 µM]
  POLK inh = -10%[60.1 µM]
  Anesthetic bind = -6%
  APEX1 inh = .

(next part)
[21] O=c1[nH]nc(Cc2ccc(Cl)cc2)c2ccccc12
[22] O=C1Nc2cc3c(cc2Sc2ccccc21)OCCO3
[23] CCC1(CC)NC(=O)N(CC(=O)OC(C)C(=O)Nc2ccccc2OC)C1=O (centres undefined)
[24] Cc1nc2c(c(=O)[nH]1)CSCC2
[25] COc1ccc2c(c1OC)C(=O)N(c1ncn[nH]1)C2
[26] CCOc1ccc(S(=O)(=O)Nc2ccc(C(=O)NCC(c3ccc(OC)cc3)N3CCOCC3)cc2)cc1 (centres undefined)
[27] COc1cc(OC)cc(-c2c(C#Cc3ccsc3)c3cc(-c4ccc5c(c4)OCO5)ccc3n2C)c1
[28] Cc1ccc(CNC(=O)c2nn(C)c(C)c2[N+](=O)[O-])cc1
[29] COc1ccc(Cl)cc1NC(=O)Nc1ccc(C(=O)N2CCOCC2)cc1
[30] Cc1c(NC(=O)C2CCN(S(=O)(=O)c3ccc(Cl)cc3)CC2)c(=O)n(-c2ccccc2)n1C
assay / compound	21	22	23	24	25	26	27	28	29	30
POLB inh	20%	12%	.	.	5%	.	.	9%	-1%	32%[activator]
BAZ2B inh	5%	2%	-4%	.	56µM*	.	.	-2%	-11%	-6%
BLM inh	7%	-4%	.	0%	1%	.	.	-5%	-5%	2%
Pol iota inh	25%	1%	6%	.	1%	10%	0%	-5%	20%	14%
Pol eta inh	-11%	-1%	-3%	.	5%	-1%	-14%	-10%	-10%	-13%
G9a block	8%[59 µM]	-7%[59 µM]	-32%	.	?	.	.	2%	.	7%
POLK inh	-2%	-9%	-7%	-5%[12 µM]	-17%	-3%	11%	-3%	-13%	-6%
Anesthetic bind	-7%	-13%	.	4%	9%	.	.	-11%	-3%	-9%
APEX1 inh	11%	1%	2%	14%	25%	-12%	9%	2%	4%	0%

[31] CC(C)C1C(C#N)=C(N)Oc2n[nH]c(-c3ccccc3)c21 (centres undefined)
[32] CCn1c(SCC(N)=O)nc2sc3c(c2c1=O)CCCC3
[33] Cc1csc2c(=O)n3c(nc12)CCCCC3
[34] O=C(c1cccc(S(=O)(=O)Nc2ccc(F)cc2)c1)N1CCOCC1
[35] C=CCN(c1ccccc1Cl)S(=O)(=O)c1cccc(C(=O)NCCc2ccc(OC)cc2)c1
[36] CC1CCN(C(=O)c2[nH]cnc2C(=O)N(C)Cc2ccccc2)CC1
[37] CCCCn1c(O)c(N=Nc2ccccc2O)c2ccccc21
[38] Cc1ccc(C)c(Nc2nc3ccccc3n3cnnc23)c1
[39] CCCN(C(=O)c1cn(-c2ccccc2)nc1-c1ccc(OC)cc1)C1CCS(=O)(=O)C1 (centres undefined)
[40] CC1CCN(c2nc3c(-c4cccc(Br)c4)nnn3c3ccccc23)CC1
assay / compound	31	32	33	34	35	36	37	38	39	40
POLB inh	-3%	7%	-24%	.	13%	.	.	?	.	51%
BAZ2B inh	-6%	-6%	-5%	12%	1%	-6%	?	-28%	-4%	4%
BLM inh	-1%	1%	-1%	.	1%	.	.	-6%	.	-4%
Pol iota inh	14%	2%	8%	37%[activator]	3%	23%	-20%	15%	-2%	14%
Pol eta inh	-10%	3%	3%	-14%	-21%	-10%	-16%	-13%	-4%	-8%
G9a block	-4%[59 µM]	45µM*	4%[12.7 µM]	7%[59 µM]	-3%[59 µM]	-6%[0.501 µM]	16%[2.33 µM]	3%	-23%	8%[59 µM]
POLK inh	-6%	-2%	-11%	-14%	-19%	-1%	-6%	-12%	-4%	-2%
Anesthetic bind	6%	-6%	6%	.	3%	.	.	-1%	.	2%
APEX1 inh	5%	3%	-1%	22%	3%	-7%	-22%	50%[activator]	2%	.

[41] CCCOc1ccc(C2C(C(=O)c3ccc(C)o3)=C(O)C(=O)N2Cc2cccnc2)cc1 (centres undefined)
[42] O=C(CN1C(=O)NC2(CCCCCCC2)C1=O)NCc1ccc(F)cc1
[43] COC(=O)[C@@]1(Cc2ccc(OC)cc2)[C@H]2c3cc(C(=O)N(C)C)n(Cc4c(CO)[nH]cc(C)c4=O)c3C[C@H]2CN1C(=O)c1ccccc1
[44] COc1ccc(/C=N/NC(=O)CO/N=C(\C)c2cccs2)cc1
[45] O=C1CSC(=Nc2cccc(Cl)c2Cl)N1Cc1cccnc1
assay / compound	41	42	43	44	45
POLB inh	1%	.	.	?	18%
BAZ2B inh	12%	.	.	-11%	-12%
BLM inh	-2%	.	3%	-4%	-1%
Pol iota inh	.	11%	19%	2%	52%[activator]
Pol eta inh	.	6%	-7%	-5%	-14%
G9a block	?	.	.	14%	-2%
POLK inh	.	-9%	-5%	-14%	-7%
Anesthetic bind	-19%	.	8%	?	-16%
APEX1 inh	4%	11%	?	-3%	-1%

Entries shown so far containing bromine, in the order listed:
[20] S=C(NCCCc1cnc[nH]1)NCCCN(Cc1ccc(Cl)c(Cl)c1)c1ccc(Br)cn1
[40] CC1CCN(c2nc3c(-c4cccc(Br)c4)nnn3c3ccccc23)CC1
assay / compound	20	40
POLB inh	.	51%
BAZ2B inh	.	4%
BLM inh	-6%	-4%
Pol iota inh	.	14%
Pol eta inh	.	-8%
G9a block	25µM*	8%[59 µM]
POLK inh	?	-2%
Anesthetic bind	-15%	2%
APEX1 inh	-1%	.
